bIAP inhibitor: intestinal alkaline phosphatase (bovine) inhibition; purified bovine IAP, CDP-star luminescence, 30 min; inhibition, % at 20 µM; 190,000 tested, under 10 active; AID 1019;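 active means over 50% inhibition of intestinal alkaline phosphatase at 20 µM in the single-dose screen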
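Assay system: bovine IAP enzyme; medium: DEA buffer 100 mM, pH 9.8, with MgCl2 1.0 mM, ZnCl2 0.02 mM; doses: 20 µM single dose; incubation: enzyme reaction for 30 min at room temperature; detection: CDP-star luminescence signal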
PPARg SRC-2 ag: agonists of SRC-2 recruitment by human PPARgamma; activation, % at 8 µM; PPARgamma LBD-SRC-2 recruitment, biochemical; 0.34% of 200,000 active; P37231; in the data active means activation above about 22%;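 further: 0% = vehicle and 100% = reference agonist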
Target sequence (P37231 whole entry, looked up, the tested form may be a part): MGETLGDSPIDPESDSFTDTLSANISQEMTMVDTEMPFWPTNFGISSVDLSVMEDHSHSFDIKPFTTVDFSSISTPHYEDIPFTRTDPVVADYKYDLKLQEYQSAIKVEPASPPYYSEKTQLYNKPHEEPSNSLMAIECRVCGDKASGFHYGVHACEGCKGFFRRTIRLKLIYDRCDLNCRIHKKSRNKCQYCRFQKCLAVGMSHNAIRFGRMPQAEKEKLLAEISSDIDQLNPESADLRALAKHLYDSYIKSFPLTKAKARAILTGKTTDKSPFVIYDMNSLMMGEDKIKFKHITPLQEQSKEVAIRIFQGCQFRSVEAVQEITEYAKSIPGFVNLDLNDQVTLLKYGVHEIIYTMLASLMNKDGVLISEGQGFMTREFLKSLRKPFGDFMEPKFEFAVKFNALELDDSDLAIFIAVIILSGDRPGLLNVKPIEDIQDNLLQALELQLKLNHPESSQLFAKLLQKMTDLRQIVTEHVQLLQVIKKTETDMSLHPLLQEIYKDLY
RAM network inh: blocks the yeast RAM network; inhibition, % at 50 µM; 1.8% of 190,000 active; S. cerevisiae dse1pr::URA3 reporter, 5-FOA growth OD615, 2 d; analog-sensitive cbk1-as2 kinase mutant strain;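 active means inhibition above a set limit, 3 SD over mean compound inhibition, cut at about 8.4% in these data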;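 further: 0% = DMSO-only wells with no growth and 100% = 10 µM 1-NA-PP1 full growth; inhibition rescues growth on 5-FOA so higher OD means more RAM inhibition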
PPARg SRC3 recr: PPARgamma-driven SRC-3 recruitment agonism | 0.26% of 200,000 active | P37231 | biochemical PPARgamma/SRC-3 coactivator recruitment assay | activation, % at 8 µM; in the data active means activation above about 23%;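 further: 0% = DMSO and 100% = reference agonist; some compounds past the cut are filed as inactive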
TR-FRET SRC-2 ct: counter-screen for PPARgamma SRC-2 recruitment agonists: TR-FRET artefact | hits give high values | TR-FRET ratio at 8 µM | 0.4% of 200,000 active | AID 1049; in the data active means TR-FRET ratio above about 2000; further: inactives centre near 1500; reference of the scale not given here
Redox H2O2 prof: compounds producing H2O2 with reducing agent – biochemical, NIH compound library profiling, artefact control for MLSCN library redox annotation, primary screen; activation, % at 10 µM; DTT-dependent redox cycling H2O2, phenol red/HRP absorbance; 100% = 100 µM peroxide control, 0% = buffer; 0.03% of 200,000 active;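 active means activation of at least 50% relative to the plate's high and low controls in the primary single-dose screen; inactive means activation below 50%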;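 further: compound incubated with DTT at 0.8 mM final as the reducing agent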
ROMK mod: modulators of human ROMK potassium channel. B-score at 10 µM. Tet-inducible ROMK, thallium flux fluorescence; actives lie on both sides. P48048. 2% of 130,000 active;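 active means signal ratio slope over the read window, or its plate-corrected B-score, at least 3 SD from the plate mean, either direction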;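 further: B-score of the F/F0 ratio slope over 7 to 12 s after thallium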
Target sequence (P48048 whole entry, looked up): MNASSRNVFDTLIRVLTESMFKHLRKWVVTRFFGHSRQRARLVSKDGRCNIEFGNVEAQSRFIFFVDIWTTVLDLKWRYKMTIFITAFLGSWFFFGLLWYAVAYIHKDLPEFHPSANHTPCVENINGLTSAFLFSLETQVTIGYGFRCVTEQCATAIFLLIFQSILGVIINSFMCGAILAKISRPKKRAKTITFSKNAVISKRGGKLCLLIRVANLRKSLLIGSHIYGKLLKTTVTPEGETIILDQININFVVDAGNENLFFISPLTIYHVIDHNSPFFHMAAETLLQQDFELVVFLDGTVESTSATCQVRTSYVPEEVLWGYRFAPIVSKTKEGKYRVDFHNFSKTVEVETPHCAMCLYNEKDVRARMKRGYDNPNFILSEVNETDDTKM
PPARg SRC-1 ag: promotes SRC-1 coactivator recruitment by human PPARgamma; activation, % at 8 µM; 0.41% of 200,000 active; PPARgamma-SRC-1 coactivator recruitment biochemical assay; P37231; in the data active means activation above about 19%;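 further: 0% = DMSO and 100% = reference agonist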
S1P3 antag: antagonists of human S1P3 receptor. Q99500. 0.27% of 170,000 active. inhibition, % at 4.98 µM. CHO S1P3 NFAT-BLA reporter, FRET fluorescence, antagonist mode;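 active means inhibition above the plate cutoff, the mean inhibition of test wells on that plate plus 3 SD, cut at about 28% in these data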;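 further: cells challenged with S1P at its EC80 of 0.8 µM; blue over green emission ratio from cleaved BLA substrate after 4 h stimulation; 0% = S1P-stimulated wells and 100% = unstimulated DMSO-only wells; some compounds past the cut are filed as inactive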
Efa HMGR inh: blocks class II HMG-CoA reductase of Enterococcus faecalis | AID 1066 | inhibition, % at 10 µM | 0.41% of 190,000 active | purified E. faecalis HMGR, NADPH absorbance 340 nm kinetic;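 active means inhibition above a set limit, the median over all tested compounds plus 3 SD, cut at about 9.5% in these data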;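 further: enzyme runs in reverse so mevalonate oxidation gives rising NADPH absorbance; 0% = complete reaction with DMSO and 100% = background rate lacking mevalonate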
L major viab: Leishmania major promastigote growth inhibition. inhibition, % at 10 µM. AID 1063. 9% of 200,000 active. Leishmania major promastigotes, resazurin fluorescence viability; in the data active means inhibition above about 50%;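 further: promastigotes grown with compound for 44 hours at 28 °C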
Active calls of the source: *; . = no result given.

Molecule,bIAP inhibitor,PPARg SRC-2 ag,RAM network inh,PPARg SRC3 recr,TR-FRET SRC-2 ct,Redox H2O2 prof,ROMK mod,PPARg SRC-1 ag,S1P3 antag,Efa HMGR inh,L major viab
CCC(CC)NC(=O)CCCSc1nc2ccccc2[nH]1,2,-1,2.1,5,1754,-0.7,.,10,-5,-4,3
CCN(CC)S(=O)(=O)c1ccc(S(=O)(=O)N(CC(=O)Nc2ccccc2)Cc2ccco2)cc1,2,2,2.0,-8,1630,0.6,-0.071,6,.,-5,-5
Clc1ccc(CN2C3=NCCCN3c3ccccc32)cc1Cl,-30,-3,-0.4,2,1556,-1.2,-2.8,2,0,-1,51*
CCC1(CC)C(=O)NC(=O)NC1=Nc1ccccc1,10,2,0.3,-4,1408,-0.1,0.14,-7,17,-1,6
CCCCc1c(C)nn(-c2nnc3c4ccccc4n(C)c3n2)c1C,7,3,2.0,-5,1521,0.2,0.38,-4,.,-4,87*
Cc1ccc(NC(=O)COC(=O)COc2ccc(Cl)cc2)c([N+](=O)[O-])c1,-1,7,2.4,3,1589,-0.5,0.15,1,1,4,2
O=C(CNC(=O)c1cccs1)NCC(=O)OCc1ccc(Cl)cc1,-2,-2,1.1,-4,1442,4.1,.,-6,.,-2,-5
N#Cc1cn(CC(=O)NCCc2c[nH]c3ccccc23)c2ccccc12,18,2,5.0,-1,1466,0.8,0.012,2,14,-1,88*
CC1=NN(C(=O)CCc2ccccc2O)C(O)(C(F)(F)F)C1 (stereo not drawn),14,0,1.7,-3,1534,0.2,.,-5,-4,-8,-5
COc1ccc(NC(=O)c2cn(CCC#N)nc2-c2cccs2)cc1,-2,3,2.3,2,1475,-0.1,0.14,-1,0,-1,-4
CCN1CCN(C(=O)c2cc3c(=O)n(C)c4ccccc4c3n2C)CC1,7,-6,-0.7,2,1482,-0.5,.,3,-28,1,11
CCOc1ccc(-c2nnc(N)o2)cc1,12,-7,0.1,-1,1401,1.5,.,-6,-23,0,-3
CCN(CC)C(NC(=O)c1ccccc1)C(=O)c1ccccc1 (stereo not drawn),-3,-17,0.7,-11,1513,1.1,.,-6,-12,-3,2
COc1ccc(/C=N/Nc2cc(OC)ncn2)cc1,12,5,1.1,2,1451,0.3,.,2,-11,-2,1
Cc1cc(C)n2cc(CSc3nncn3C)nc2n1,-2,-6,-0.6,2,1685,-0.6,.,16,-16,-6,1
CCc1c(O)nc(SCc2ccccc2)n(C(C)CC)c1=O (stereo not drawn),10,0,0.8,-7,1467,1.7,.,0,-14,3,1
COc1ccc(-c2cc(C(=O)Nc3c(C)nn(Cc4ccccc4Cl)c3C)no2)cc1,10,3,4.1,-4,1344,0.4,0.23,-7,.,-3,-1
O=C(O)c1ccccc1/C=N/Nc1nc(N2CCCCC2)nc(N2CCCCC2)n1,-5,0,3.9,0,1612,-1.0,0.25,7,-7,3,-10
CN(C)S(=O)(=O)c1ccc(C(=O)Oc2cc(=O)[nH]c3ccccc23)cc1,5,-2,-1.3,-8,1373,1.9,-0.52,-5,-22,-4,15
Cc1nc(-c2ccccc2)cn2c1nc1ccccc12,34,0,0.5,2,1445,-0.1,-0.21,9,3,-7,25

Single entries from the entries so far:
COc1ccc(NC(=O)c2cn(CCC#N)nc2-c2cccs2)cc1 in TR-FRET SRC-2 ct → 1475
COc1ccc(-c2cc(C(=O)Nc3c(C)nn(Cc4ccccc4Cl)c3C)no2)cc1 in PPARg SRC3 recr → -4

More entries
Molecule,bIAP inhibitor,PPARg SRC-2 ag,RAM network inh,PPARg SRC3 recr,TR-FRET SRC-2 ct,Redox H2O2 prof,ROMK mod,PPARg SRC-1 ag,S1P3 antag,Efa HMGR inh,L major viab
O=C(O)c1ccc(CSc2nnc(Cc3ccccc3)o2)cc1,6,-10,2.7,0,1539,0.1,0.57,1,.,-2,-6
O=c1c2cc(N3CCOCC3)ccc2[nH]c(=S)n1CCCN1CCCC1,9,4,3.9,-4,1468,2.8,.,-5,.,-7,-1
CCOC(=O)c1[nH]c(CSc2nnc(-c3ccc(OC)cc3)o2)c(C(=O)OCC)c1C,-2,2,2.8,4,1565,0.5,-0.9,5,.,0,-12
COc1cccc(COc2cc3ccccc3nc2C)c1,-1,8,1.6,-6,1611,0.1,.,-1,.,-1,4
COc1ccc(-n2c(Cc3cccn3C)nnc2SCC(=O)Nc2cccc(C)c2C)cc1,-3,3,6.3,9,1557,-0.2,.,-2,14,-1,5
CCOc1ccc(NC(=O)C2CC=CCC2C(=O)O)cc1 (stereo not drawn),4,-4,-0.2,1,1523,3.2,.,-7,12,-1,-3
CCOC(=O)N1CCN(C(=O)COc2ccccc2OC)CC1,11,-17,0.8,-6,1368,0.1,-1.4,-4,22,-1,2
Cc1cccc(NC(=O)COc2ccc(Br)cc2/C=N/O)c1,2,5,1.1,7,1613,-0.2,.,2,6,-1,31
O=C(COC(=O)c1cc([N+](=O)[O-])ccc1NCc1ccccc1Cl)NCC(F)(F)F,11,-2,3.4,2,1380,0.3,.,4,-15,-4,-2
CCC(C(=O)NCCN1CCN(C)CC1)n1c(C)c2cnn(-c3ccccc3)c(=O)c2c1C (stereo not drawn),-8,-6,0.8,-3,1437,-0.6,.,-2,0,-1,-4
Nc1nnc(CCC2CCCCC2)s1,18,8,0.5,2,1390,0.5,-0.13,1,-8,0,-4
COc1cccc(N(CC(=O)NC2CCCC2)C(=O)Cn2nnc(-c3ccc(C)cc3)n2)c1,-1,3,4.0,-11,1383,1.9,.,-7,9,-1,-4
COc1ccc(S(=O)CC(=O)Nc2ccc(Cl)cc2Cl)cc1 (stereo not drawn),-22,3,-0.1,5,1664,-0.3,0.35,-5,-5,0,-1
CCS(=O)(=O)c1ccc2oc(SCC(=O)NCCc3ccccc3)nc2c1,-4,2,-0.5,-1,1462,-0.3,.,-10,-9,0,8
CC1CCN(S(=O)(=O)c2ccc(S(=O)(=O)NCC3COCCO3)cc2)CC1 (stereo not drawn),-5,0,2.6,-7,1492,-0.5,.,3,-33,-2,0
COC(=O)[C@@]1(Cc2ccc(F)cc2)[C@H]2c3cc(C(=O)N(C)C)n(Cc4nc5ccccc5[nH]4)c3C[C@H]2CN1C(=O)c1ccccc1,-11,14,0.4,5,1555,0.6,-2.3,5,8,11*,32
CCOC(=O)N1CCN(C(=O)c2cc3c(ccc4ccccc43)oc2=O)CC1,8,-2,4.5,-6,1466,2.8,.,-6,6,-3,-6
CCSc1nnc(-c2ccc(Cl)cc2Cl)o1,14,3,0.5,5,1642,-0.5,-1.7,5,-29,0,-6
CCN1C(=O)CCCc2ccccc21,-14,7,1.9,2,1739,-1.4,1.5,9,-8,2,-5
CC(C)(C)CC(=O)O/N=C(\N)c1ccncc1,0,2,-0.1,8,1459,-0.2,-0.44,10,-15,-2,0
Cc1c(Br)c([N+](=O)[O-])nn1CC(=O)Nc1sc2c(c1C(=O)OC(C)C)CCCC2,13,2,3.8,-3,1566,-0.2,.,-2,.,-2,-1
Cn1cnc([N+](=O)[O-])c1NC(C)(C)C,2,8,0.0,0,1501,-0.2,0.52,4,.,0,-3
COc1cccc(N/C=C/C(=O)c2ccc(Cl)cc2)c1,8,-4,3.5,1,1435,0.0,.,2,4,1,-7
CC(C)CC1C(C#N)=C(N)SC(N)=C1C#N,0,8,0.9,14,1772,0.2,0.24,8,11,-1,-5
COc1ccc2cc(-c3[nH]ncc3CN3CCCC3c3nonc3C)ccc2c1 (stereo not drawn),-25,0,1.8,2,1342,0.2,-0.35,10,10,0,24
CN(C(=O)COC(=O)c1n[nH]c2ccccc12)C1CCS(=O)(=O)C1 (stereo not drawn),1,-4,0.7,-9,1375,-0.5,-1.1,2,-10,0,-4
O=c1c(Cl)c(Cl)cnn1Cc1ccccc1Cl,36,7,2.4,3,1605,-0.2,-3.1,4,4,-8,76*
COC(=O)[C@@H]1CC[C@H](C)[C@@H](c2ccc(C)cc2)N1C(=O)c1ccc(/C=N/OC[C@@H](O)COCc2ccco2)cc1,9,6,15*,4,1501,0.1,-0.36,2,3,2,47
COc1ccc(N2CCN(Cc3nnc(-c4ccccc4)o3)CC2)cc1,4,7,0.4,3,1743,-0.2,.,8,-13,-1,-9
CC(=O)NC(Cc1cccc(F)c1)C(=O)NC1CCN(c2nnnn2-c2ccccc2)CC1 (stereo not drawn),6,3,-0.1,-3,1415,0.3,-0.00032,-4,-10,4,-6
Cc1ccc(C2(CC(=O)N3CCCC3)CCOC(C(C)C)C2)cc1 (stereo not drawn),-5,9,-0.3,13,1604,0.4,-0.29,3,.,-1,13
C#CC[N+]1(CC#Cc2ccccc2)CCCCC1,23,14,1.6,0,1610,-0.6,.,2,5,-3,-1
CSc1n[nH]c2nc3c(c(=O)n12)C1(CCCC1)Cc1ccccc1-3,2,-10,3.8,-1,1641,0.4,-0.79,1,6,-1,2
CC/C(=N\NC(=S)NC(C)C)c1ccc(OC)c(OC)c1,-15,5,-0.3,-3,1423,-0.4,0.67,-6,2,4,-1
O=C(NC(=S)Nc1ccc(CN2CCOCC2)cc1)c1ccc([N+](=O)[O-])cc1Cl,-13,-6,0.8,-3,1549,0.6,-0.17,-1,-15,1,100*

From PubChem
